mcGAS RapidFire: mouse cGAS inhibition by mass spec. inhibition, % at 12.5 µM. AID 1259397. recombinant mouse cGAS, cGAMP by RapidFire MS. 0.18% of 130,000 active;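 active means inhibition of cGAS enzyme activity at or above 60%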;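 further: enzyme stimulated by 45 bp dsDNA with ATP and GTP substrates; cGAMP share of summed cGAMP plus half ATP and half GTP signals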
Target sequence (Q8C6L5 whole entry, looked up): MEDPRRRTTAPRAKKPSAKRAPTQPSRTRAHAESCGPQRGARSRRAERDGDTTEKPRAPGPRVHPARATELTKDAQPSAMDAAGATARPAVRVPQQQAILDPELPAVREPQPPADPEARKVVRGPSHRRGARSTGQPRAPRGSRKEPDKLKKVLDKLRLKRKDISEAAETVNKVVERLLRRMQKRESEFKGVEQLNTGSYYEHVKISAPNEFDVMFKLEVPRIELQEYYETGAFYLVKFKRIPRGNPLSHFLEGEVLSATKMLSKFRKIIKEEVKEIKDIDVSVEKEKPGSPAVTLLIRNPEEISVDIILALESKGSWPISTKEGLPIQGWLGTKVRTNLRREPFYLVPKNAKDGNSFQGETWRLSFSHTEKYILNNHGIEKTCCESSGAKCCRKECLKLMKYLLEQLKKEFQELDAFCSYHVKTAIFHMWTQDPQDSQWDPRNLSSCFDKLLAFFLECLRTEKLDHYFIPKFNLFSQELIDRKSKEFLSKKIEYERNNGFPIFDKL
Numbers without * were called inactive; & = joins results of further samples.

SMILES	mcGAS RapidFire
Cc1ccc(OCC(=O)NC(C)c2ccc(F)cc2)cn1 (centres undefined)	7.6
CN(CC(=O)N1CCCCC1C(C#N)c1ccccc1)S(C)(=O)=O (centres undefined)	-8.2
CC1CCCN(C(=O)c2cn(C)c3c(=O)n(-c4ccc(Cl)cc4)c(=O)[nH]c23)C1 (centres undefined)	-27.8
Cc1ccc(S(=O)(=O)N2CCN(c3cc(Cl)ccc3Cl)CC2)cc1	-6.3
CCOC(=O)c1nn(-c2ccccc2)c(=O)cc1N1CCN(c2ccccc2F)CC1	-3.1
CCc1nc(C)c(C(=O)Nc2cc(C(=O)N(CC)CC)ccc2Cl)o1	-13.4
CN(C(=O)CSCC(=O)O)C1CCCCC1	9.6
CSc1ccc2cc(CN(C)Cc3ccncc3C)c(=O)[nH]c2c1	42.3
CCSCCC(=O)NC1CCN(c2ccccc2Cl)C1=O (centres undefined)	-2.1
CCN(CC(=O)N(C)C)Cc1ccnc(Cl)c1	-5.9
C=CCNC(=O)CNC(C)(C)c1ccc2c(c1)OCO2	2.2
N#CSc1ccc(NS(=O)(=O)c2ccc3c(c2)OCCO3)c(F)c1	48.4
Cc1cccc(C(=O)NCCN2CCn3cc(OCc4ccc(F)cc4)c(=O)cc3C2=O)c1	-4.3
CCCCn1c(-c2csc3c2CCC(C)C3)n[nH]c1=S (centres undefined)	-9.3
CC(NCC1CCCOC1)c1ccccc1Cl (centres undefined)	-5.3
Cc1cc(=O)c(C(=O)N(C)CC(=O)Nc2cccc(F)c2)nn1-c1ccccc1	-6.8
Cc1cccc(-n2cc(CN3C[C@H]4C[C@H](O)[C@H](O)C[C@H]4C3)cn2)c1	-14.1
Cc1nc(-c2cccnc2)ncc1C(=O)N(C)CCC(O)c1ccccc1 (centres undefined)	-2.6
COc1cccc(COc2coc(C(=O)NCc3cccnc3)cc2=O)c1	-9.9
CNC(C)(C)C(=O)NCC1CCN(Cc2cc3ccccc3o2)C1 (centres undefined)	-33.4

Ordered by length of the SMILES (highest first): 3 of the compounds above.
SMILES	mcGAS RapidFire
CCc1nc(C)c(C(=O)Nc2cc(C(=O)N(CC)CC)ccc2Cl)o1	-13.4
CSc1ccc2cc(CN(C)Cc3ccncc3C)c(=O)[nH]c2c1	42.3
C=CCNC(=O)CNC(C)(C)c1ccc2c(c1)OCO2	2.2

Back to the main list, starting 4 compounds before the break.
SMILES	mcGAS RapidFire
Cc1cccc(-n2cc(CN3C[C@H]4C[C@H](O)[C@H](O)C[C@H]4C3)cn2)c1	-14.1
Cc1nc(-c2cccnc2)ncc1C(=O)N(C)CCC(O)c1ccccc1 (centres undefined)	-2.6
COc1cccc(COc2coc(C(=O)NCc3cccnc3)cc2=O)c1	-9.9
CNC(C)(C)C(=O)NCC1CCN(Cc2cc3ccccc3o2)C1 (centres undefined)	-33.4
CC(C)CC(NC(=O)c1cnccn1)c1nnc2n1CCNCC2 (centres undefined)	-13.9
O=C(c1cn(CCc2ccccc2)nn1)N1CCc2ccccc2C1	-9.6
Cc1ccc2nc(C)c(NC(=O)c3sc(C)nc3C)c(=O)n2c1	-9.1
COc1ccc(NC(C)=O)cc1NC(=O)C1CCCN(C(=O)c2ccoc2)C1 (centres undefined)	-5.1
N[C@@H]1c2ccccc2C2(CCN(C(=O)CCn3cc(Cl)cn3)CC2)[C@H]1O	-15.3
Cc1ccc(-n2ncc3c(=O)n(NC(=O)c4cc([N+](=O)[O-])ccc4Cl)cnc32)cc1	-2.4
O=c1c2nnn(-c3ccccc3)c2ncn1Cc1ccc(Cl)cc1Cl	4.0
O=C(O)c1cnc2ncnn2c1C(F)(F)F	0.6
Nc1n[nH]c(-c2ccccc2Br)n1	-3.7
O=[N+]([O-])c1cccc2ncccc12	1.4
CCC(CO)[n+]1c(C)cc(C=C2Sc3ccccc3N2Cc2ccccc2)cc1C (centres undefined)	8.3
NCc1ccc(F)c(-c2ccccc2-c2ccccc2)c1	-7.5
O=C(OCc1cc2c(Cl)cccc2[nH]1)c1cscn1	-3.1
CC(=O)Nc1ccc(C(=O)N(C2CC2)C(C)(C)C(=O)Nc2ccc(F)cc2)cc1	-3.0
CCOC(=O)N1CCC(N2CCCC(C(=O)Nc3cccc(-n4cccn4)c3)C2)CC1 (centres undefined)	3.2
CN(CC(=O)NCC(O)c1ccsc1)c1ccc(C#N)cn1 (centres undefined)	-2.8
CN(Cc1ccc(CN(C)S(C)(=O)=O)o1)C1CCCc2ccccc21 (centres undefined)	-10.9
Cc1nc(CC(C)C)c(C(=O)O)s1	-36.6
CCSc1nnc(NC(=O)CN(C)Cc2cnn(C)c2C)s1	18.6
CC(SC1CCCC1)C(=O)Nc1ncc(Cl)cc1Cl (centres undefined)	-6.0

2 entries from above in a different format:
CC(C)CC(NC(=O)c1cnccn1)c1nnc2n1CCNCC2 (centres undefined)
  mcGAS RapidFire: -13.9
O=C(c1cn(CCc2ccccc2)nn1)N1CCc2ccccc2C1
  mcGAS RapidFire: -9.6

(more compounds)
SMILES	mcGAS RapidFire
Cc1nc2sc(C)c(C)n2c(=O)c1NC(=O)COc1ccccc1F	-13.0
CN(C)C(=O)CSc1nnc(-c2cccs2)n1C1CC1	-7.0
N#CC(=Cc1ccc(C#N)cc1)c1ccc([N+](=O)[O-])cc1	-2.6
CCCC(C(=O)NC1CCN(S(C)(=O)=O)CC1)n1cccc1 (centres undefined)	-6.8
COc1ccc(N2CCN(Cn3nc(-c4ccncc4)n(C)c3=S)CC2)cc1	2.0
CCC(Cc1ccccc1)OC(=O)c1ccc(S(C)(=O)=O)o1 (centres undefined)	3.4
CC(C)(C)OCc1cccc(CN)c1	2.4
C=C(C)c1cccc(C(C)(C)NC(=O)N(C)C2CCN(C)CC2)c1	-19.4
CN(CCc1ccccn1)c1ccc(S(=O)(=O)N2CCCC2)cc1[N+](=O)[O-]	-5.6
O=C(Nc1ccccc1N1CCOCC1)NC1CCCCC1	-9.5
CCOC(=O)C1(C/C=C/c2ccccc2)CCCN(C(=O)C2CCOCC2)C1 (centres undefined)	-11.7
CC(C)CNC(=O)Cn1nnc(-c2ccccc2)n1	-9.6
CC(=O)N1N=C(c2cccc(Cl)c2)OC1c1ccc(F)cc1 (centres undefined)	-5.3
CCCNC(=O)Cn1cnc2c(nnn2C)c1=O	-2.0
CCC(C)(C)NC(=O)CSc1nc2ccccc2c(=O)n1-c1ccc(C)cn1	-3.2
COc1ccc(OC)c(S(=O)(=O)N2CCN(c3cccc(C)c3C)CC2)c1	-6.5
Cc1cc(NC(=O)N(C)CC(C)C)ccc1N1CCSCC1	-0.3
CCN(Cc1ccncc1)C1CCCN(S(=O)(=O)c2cccc3cccnc23)C1 (centres undefined)	-1.7
Cc1ccc(Nc2nc(N3CCN(C)CC3)nc(N)c2[N+](=O)[O-])cc1	-12.9
Cc1nc2ccccn2c(=O)c1NC(=O)c1ccc(Br)o1	24.3

A portion of the results above:
SMILES	mcGAS RapidFire
Cc1nc2sc(C)c(C)n2c(=O)c1NC(=O)COc1ccccc1F	-13.0
CN(C)C(=O)CSc1nnc(-c2cccs2)n1C1CC1	-7.0

Additional compounds follow:
SMILES	mcGAS RapidFire
C[C@]12C=CC(=O)C=C1CC[C@@H]1[C@@H]2[C@@H](O)C[C@@]2(C)[C@H]1CC[C@]2(O)C(=O)COC(=O)CCC(=O)O	-2.6
Nc1cc(=O)[nH]c(SCc2nc3ccccc3c(=O)[nH]2)n1	5.1
CC(=O)N1CCC(S(=O)(=O)NCc2ccc(N(C)C)cc2)CC1	-3.3
CCCc1c(C#N)c(N)[nH]c(=S)c1C#N	10.8
CN(C)c1ccc(C(=O)NNC(=O)c2ccco2)cc1	-1.4
Cc1ccc(S(=O)(=O)N2CCCCC2)cc1NS(=O)(=O)c1c(Cl)cccc1Cl	4.6
CCC(CC)C(=O)Nc1cc(-c2cccs2)nn1-c1nc(C)c(C)c(=O)[nH]1	-0.2
COc1ccc(CN2CCN(Cc3nc(-c4ccccc4)cs3)CC2CCO)cc1C (centres undefined)	-5.8
CC(C)Cn1c(N)c(C(=O)CCl)c(=O)[nH]c1=O	3.3
CC(C)Cn1c(CN2C[C@@H]3CCC[C@H]2C3)cnc1S(=O)(=O)Cc1ccccc1	-11.9
CC(=O)N1CCC2(CC1)OC(=O)C(C)=C2C(=O)NC1CCCC1	-10.1
O=C(N[C@@H]1c2ccccc2C2(CCNCC2)[C@H]1O)c1cccc(-n2cccn2)c1	-16.9
CCC(=O)Nc1ccc(OCC(=O)NCc2cn3c(n2)SCC3)cc1	-11.7
CCOc1ccc(Nc2ncccc2S(=O)(=O)NC)cc1	-3.9
O=C(CCN1Cc2ccccc2C1=O)NC1CCCc2c1cnn2-c1ccc(F)cc1F (centres undefined)	-2.2&-1.3
O=C(NC1CCOc2ccccc21)c1nn(-c2ccc(F)cc2)c2c1CCCC2 (centres undefined)	-0.8
Cc1cc(NC(=O)NNc2ccc(S(=O)(=O)C(F)F)cc2)no1	14.2
CC(C)(C)C1CCc2c(C(=O)NNC(=O)CCC(=O)O)csc2C1 (centres undefined)	-8.3
CC(C)(C)c1ccc(NC(=O)NCc2nnnn2-c2ccc(F)cc2)cc1	-12.9
COc1ccc(OC)c(NC(=O)C2(C)CCN2Cc2c(F)cccc2F)c1 (centres undefined)	-6.1
Cc1cc(C)n(C2CCN(Cc3ccc4ccccc4n3)C2)n1 (centres undefined)	-6.8
CCC(C)C1NC(=O)C(CCN)NC(=O)C(NC(=O)C(CCN)NC(=O)C(NC(=O)C(CCN)NC(=O)CCCCC(C)C)C(C)O)CCNC(=O)C(C(C)O)NC(=O)C(CCN)NC(=O)C(CCN)NC(=O)C(C(C)CC)NC1=O (centres undefined)	-0.7
CCOc1ccc(-c2nc(C)c(C(=O)NC)s2)cc1OC	3.8
CC(/C=N\NC(=O)CNc1n[nH]c(=O)[nH]c1=O)c1ccccc1 (centres undefined)	-4.2
O=C(Cn1cnc2sc3c(c2c1=O)CCC3)Nc1ccc2c(c1)OCCO2	-12.8
Cc1noc(C)c1CNC(=O)CN1CC(C)CN(Cc2ccccc2)c2ccccc21 (centres undefined)	-7.3
Cc1ccc(C=NNc2ncnc3sc(C)c(C)c23)s1	-10.4
COCCc1noc(C2CCCCN2S(=O)(=O)NCc2ccccc2)n1 (centres undefined)	-12.3
CCOC(=O)N1CCC(NCCSc2ncn[nH]2)CC1	-2.8
CCN(C(=O)CSc1nnc(-c2ccco2)o1)C1CCS(=O)(=O)C1 (centres undefined)	-8.1
Cc1cc(C)n(C2CCN(Cc3ccc(CN(C)S(C)(=O)=O)o3)C2)n1 (centres undefined)	-4.6
CN1CCC(N(C)C(=O)/C=C/c2cn(S(=O)(=O)c3cccc4ccccc34)c3ccccc23)CC1	3.5
CC(Oc1cccc(Cl)c1)C(=O)NCC1COC(C)(C)O1 (centres undefined)	-4.2
NC(=O)c1ccc(OCc2csc(-c3ccsc3)n2)cc1	0.5
Cc1ccc(Oc2ncccc2CNC(=O)NC2CCCCC2)cn1	-6.6
CC1CC(=O)Nc2ccccc2N1C(=O)CN1CCCc2cccc(F)c21 (centres undefined)	2.6
CCC1CC(C)CN1C(=O)C1=NN(c2cc(C)ccc2C)C(=O)CC1 (centres undefined)	-14.8
C=CCn1c(=NC(=O)CN2C(=O)CCC2=O)sc2cc(OCC)ccc21	-7.7
Cc1c(Br)c(Nc2ccc(Cl)cc2)nn1C	-4.4&0.2
CCCn1nccc1C(=O)Nc1cc(C(N)=O)ccc1N1CCCC(C)C1 (centres undefined)	-12.7
N#CC(C#N)C=Nc1sc2c(c1-c1nc3ccccc3[nH]1)CCCC2	-3.6
N#CC(Cc1ccccc1)NC(=O)CCNC(=O)C12CC3CC(CC(C3)C1)C2 (centres undefined)	-10.9
Cc1cc(C(=O)N(C)C(C)c2ccc(S(C)(=O)=O)cc2)c(C)n1C1CCCCC1 (centres undefined)	-13.5
COc1ccc(C2=CSC3=NS(=O)(=O)CCN23)cc1	-5.6
O=C(c1cn2ccsc2n1)N1CCC(CO)(CCOc2ccccc2)CC1	-12.0
Cc1ccc(Cn2nnc3c(=O)n(CC(=O)OCc4ccccc4)cnc32)cc1	4.8
O=C(NC(c1ccccc1)C1CC1)N1CCN(S(=O)(=O)c2ccc(F)cc2)CC1 (centres undefined)	10.4
O=S(=O)(NCc1ccco1)c1cc(Br)ccc1Br	-9.3
CS(=O)(=O)c1nc(S(=O)(=O)c2ccc(Cl)cc2)c(NCC2CCCO2)s1 (centres undefined)	3.5
O=S(=O)(c1ccc(Br)s1)N1CCCC1c1ccc2c(c1)OCCCO2 (centres undefined)	-2.1
Cc1ccc(C)c(-n2cc(CN3CCOCC3)c(-c3ccccc3)n2)c1	-9.3
O=C1CN(C(=O)c2csc(Nc3ccccc3)n2)CCN1	-3.3
CCOc1ccc(CC(=O)Nc2ccc3c(c2)C(=O)N(CC)CCO3)cc1	10.0
Cc1csc(SCC(=O)N2CCC(CCC(=O)Nc3ccccc3)CC2)n1	-3.4&-1.3
O=C1NC(=O)c2c(N=Cc3c(O)[nH]c(=O)[nH]c3=O)cccc21	-13.9
COc1ccc(CNS(=O)(=O)c2ccc3c(c2)CCCC3)cc1	-8.3
Cc1nc(CC(=O)N(C)Cc2nnc(-c3ccccc3)o2)cs1	-15.9
CCOC(=O)C1CCCN1S(=O)(=O)NC(C)c1ccc(F)c(F)c1 (centres undefined)	-6.6
Cc1nonc1C1CCCN1Cc1nc(-c2cccs2)oc1C (centres undefined)	-10.9
CCn1c(SCC(=O)c2cc(C)n(Cc3ccco3)c2C)nnc1C1CC1	-4.5
C=CCN1CCN(Cc2cc3n(n2)CCNC3)CC1	-7.5
NS(=O)(=O)c1ccc(C(=O)O)cc1	0.4
O=C1NCCN(CC2CCCCC2)C1CC(=O)N(Cc1nccs1)C1CC1 (centres undefined)	-4.2

High-throughput results from PubChem.

This is a subset; the hit share may differ from the screen's.
